EBI2 antag: antagonists of human EBI2 receptor; P32249; inhibition, % at 5 µM; AID 651636; 0.81% of 360,000 active; EBI2 beta-arrestin recruitment, luminescence, 7a,25-OHC stimulated; in the data active means inhibition above about 38%;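 further: enzyme fragment complementation signal reports receptor beta-arrestin coupling in cells; 0% = agonist plus DMSO wells and 100% = wells without agonist; some results beyond the cut were filed as inactive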
Target sequence (P32249 whole entry, looked up, the tested form may be a part): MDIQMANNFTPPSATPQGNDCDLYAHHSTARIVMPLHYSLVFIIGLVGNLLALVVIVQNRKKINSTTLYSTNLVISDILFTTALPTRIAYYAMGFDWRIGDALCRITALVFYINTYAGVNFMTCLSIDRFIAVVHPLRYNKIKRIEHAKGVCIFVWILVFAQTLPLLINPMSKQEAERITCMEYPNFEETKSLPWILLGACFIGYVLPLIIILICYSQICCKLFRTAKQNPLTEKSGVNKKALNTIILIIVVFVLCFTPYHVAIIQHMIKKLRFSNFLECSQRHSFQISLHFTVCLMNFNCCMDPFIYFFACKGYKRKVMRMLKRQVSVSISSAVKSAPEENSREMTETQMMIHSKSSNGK
UPR CHOP act: activators of apoptotic arm of unfolded protein response (CHOP); activation, % at 10 µM; AID 449763; CHO-CHOP luciferase reporter, UPR activation, luminescence; percent of tunicamycin response over DMSO baseline; 0.34% of 330,000 active;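 active means at 10 µM dose, activation of 40% or more, normalized to positive control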;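 further: 100% = tunicamycin at 10 µg/mL and 0% = DMSO alone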
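Assay system: CHO-CHOP cells, stable luciferase reporter of PERK-eIF2a-CHOP signalling / Buffer or medium: F12 plus 10% serum / Compound dosing: one dose, 10 µM in 0.5% DMSO / Times: 6 h compound treatment, 37 °C / Technique: luciferase luminescence / Read-out: % reporter activation, DMSO baseline versus tunicamycin full activation / Benchmarks: tunicamycin and DMSO controls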
CCR6 antag: CCR6 (human) receptor antagonism | CHO-K1 CCR6 PathHunter beta-arrestin, luminescence, CCL20-stimulated | inhibition, % at 20 µM | 0.49% of 340,000 active;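 active means compounds whose inhibition of the agonist-driven luminescence signal at 20 µM reaches about 50%, limit read from the data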;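 further: cells stimulated with CCL20 at 14 nM final; plate controls were DMSO with CCL20 for no effect and DMSO without agonist for full effect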
Target sequence (P51684 whole entry, looked up): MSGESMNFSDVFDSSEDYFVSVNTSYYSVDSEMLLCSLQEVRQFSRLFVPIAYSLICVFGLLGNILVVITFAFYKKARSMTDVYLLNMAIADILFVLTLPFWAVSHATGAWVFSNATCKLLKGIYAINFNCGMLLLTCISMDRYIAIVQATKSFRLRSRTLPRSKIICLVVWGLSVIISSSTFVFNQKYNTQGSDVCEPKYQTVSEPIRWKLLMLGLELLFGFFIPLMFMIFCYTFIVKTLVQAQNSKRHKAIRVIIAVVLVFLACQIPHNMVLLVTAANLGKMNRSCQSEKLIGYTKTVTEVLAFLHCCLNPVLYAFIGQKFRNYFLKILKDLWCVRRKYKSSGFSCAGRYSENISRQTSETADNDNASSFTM
697 NFkB inh: inhibitors of the PMA/ionomycin-induced NF-kB reporter in 697 B cells. inhibition, % at 4 µM. 697 B-cell NF-kB luciferase reporter, 16 h. 0.33% of 330,000 active; in the data active means inhibition above about 35%
Gli-Sufu antag: blocks Gli-Sufu signaling in a luciferase reporter | Sufu-KO-LIGHT fibroblasts, Gli luciferase reporter luminescence | 0.74% of 340,000 active | inhibition, % at 5 µM;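 active means inhibition above about 55%, limit read from the data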;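 further: 0% = DMSO-treated cells and 100% = wells with medium but no cells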
Mdm2 MdmX PPI: disrupts the human Mdm2-MdmX interaction. O15151+Q00987. SaOS-2 split-luciferase Mdm2/MdmX complementation, luminescence. inhibition, % at 8 µM. 3% of 330,000 active. AID 485346;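 active means inhibition of at least 50% at 8 µM in the primary screen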
Jurkat NFkB inh: lowers PMA/ionomycin-induced NF-kB signal in Jurkat cells; PMA/ionomycin-induced NF-kB luciferase reporter, luminescence; 0.53% of 330,000 active; AID 435003; inhibition, % at 4 µM; in the data active means inhibition above about 50%
CXCR6 inh: blocks human CXCR6 beta-arrestin recruitment; O00574; CHO-K1 PathHunter CXCR6 beta-arrestin, luminescence; inhibition, % at 20 µM; 0.36% of 360,000 active; AID 602244; in the data active means inhibition above about 34%, passing the limit was not always enough;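 further: antagonist mode with CXCL16 agonist at 10 nM final; 0% = 10 nM CXCL16 with DMSO and 100% = unstimulated wells without agonist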
Target sequence (O00574 whole entry, looked up): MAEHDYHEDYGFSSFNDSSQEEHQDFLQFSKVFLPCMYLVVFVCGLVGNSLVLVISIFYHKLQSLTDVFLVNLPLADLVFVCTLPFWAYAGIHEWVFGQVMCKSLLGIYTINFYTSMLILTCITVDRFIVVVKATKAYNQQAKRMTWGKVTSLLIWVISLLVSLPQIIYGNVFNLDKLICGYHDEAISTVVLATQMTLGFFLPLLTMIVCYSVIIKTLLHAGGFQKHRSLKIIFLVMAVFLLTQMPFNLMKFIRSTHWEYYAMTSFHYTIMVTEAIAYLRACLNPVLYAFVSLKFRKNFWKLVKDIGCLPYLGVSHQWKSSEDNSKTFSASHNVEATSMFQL
XBP1 UPR activ: adaptive UPR (XBP1) activation; CHO-XBP1 luciferase reporter, IRE1-XBP1 UPR activation, luminescence; percent of tunicamycin response, DMSO as zero; activation, % at 20 µM; 0.33% of 330,000 active; AID 463104;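 active means versus positive control, 20 µM dose yields 30% or more activation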;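 further: 100% = tunicamycin at 10 µg/mL and 0% = DMSO only wells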
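assay system = CHO-XBP1 luciferase reporter cells | amount = 1000 cells/well | buffer or medium = F12 plus 10% FBS | compound dosing = single point, 20 µM final compound, 1% DMSO | incubation = 16-18 h cell attachment at 37 °C, then 6 h compound exposure | detection = Steady-Glo luminescence read | controls = tunicamycin 10 µg/mL and vehicle-only wells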
An asterisk follows results filed as active. Random draw from the library; overall some 5% were active at least once.

Results for O=C(COC(=O)CC(NC(=O)c1ccccc1Cl)c1ccccc1)Nc1cccc(F)c1 (configuration not stated) ?
EBI2 antag: -11; UPR CHOP act: -2.7; CCR6 antag: 4; 697 NFkB inh: -4; Gli-Sufu antag: 1; Mdm2 MdmX PPI: -8; Jurkat NFkB inh: 3; CXCR6 inh: -1; XBP1 UPR activ: 3

How did CC1CN(Cc2cc(=O)oc3cc(O)ccc23)CC(C)O1 (configuration not stated) do in these assays?
EBI2 antag: -5; UPR CHOP act: -0.1; CCR6 antag: 10; 697 NFkB inh: 1; Gli-Sufu antag: 30; Mdm2 MdmX PPI: 10; Jurkat NFkB inh: 5; CXCR6 inh: -3; XBP1 UPR activ: -2

What do the screens show for `CCN(CC)S(=O)(=O)c1cc(C(=O)Nc2ccncc2)ccc1Cl`?
EBI2 antag: -8; UPR CHOP act: -2.1; CCR6 antag: 1; 697 NFkB inh: 6; Gli-Sufu antag: 12; Mdm2 MdmX PPI: 22; Jurkat NFkB inh: 13; CXCR6 inh: 2; XBP1 UPR activ: -5

How did CCOC(=O)c1oc2ccccc2c1NC(=O)c1ccc(S(=O)(=O)N(C)C)cc1 do in these assays?
EBI2 antag: 5; UPR CHOP act: 0.3; CCR6 antag: 12; 697 NFkB inh: 0; Gli-Sufu antag: -15; Mdm2 MdmX PPI: -1; Jurkat NFkB inh: -6; CXCR6 inh: 7; XBP1 UPR activ: 2

How did CCOC(=O)C1CCCN(c2c(Nc3ccc(OCC)cc3)c(=O)c2=O)C1 (configuration not stated) do in these assays?
EBI2 antag: -6; UPR CHOP act: 1.1; CCR6 antag: 2; 697 NFkB inh: -12; Gli-Sufu antag: -13; Mdm2 MdmX PPI: -3; Jurkat NFkB inh: 0; CXCR6 inh: -9; XBP1 UPR activ: 3

What do the screens show for `Cc1[nH]c2ccc(-c3nnc(SCC(=O)c4ccc(F)cc4)o3)cc2c1C`?
EBI2 antag: 11; UPR CHOP act: 1.6; CCR6 antag: 2; 697 NFkB inh: -16; Gli-Sufu antag: -4; Mdm2 MdmX PPI: 16; Jurkat NFkB inh: -2; CXCR6 inh: 3; XBP1 UPR activ: 14

Results for CCOc1ccc(C2C(C(=O)c3cccs3)=C(O)C(=O)N2Cc2cccnc2)cc1OC (configuration not stated) ?
EBI2 antag: 7; UPR CHOP act: -1.0; CCR6 antag: 17; 697 NFkB inh: 17; Gli-Sufu antag: -24; Mdm2 MdmX PPI: 7; Jurkat NFkB inh: 13; CXCR6 inh: -5; XBP1 UPR activ: 1

What do the screens show for `Cc1[nH]c2c(ccc3cccnc32)c1C`?
EBI2 antag: 12; UPR CHOP act: 4.5; CCR6 antag: -3; 697 NFkB inh: -8; Gli-Sufu antag: -16; Mdm2 MdmX PPI: 12; Jurkat NFkB inh: -16; CXCR6 inh: -8; XBP1 UPR activ: 1

How did Cc1ccc(NC(=O)CSc2nnc(-c3cnccn3)n2Cc2ccco2)cc1C do in these assays?
EBI2 antag: 5; UPR CHOP act: 1.0; CCR6 antag: 17; 697 NFkB inh: -5; Gli-Sufu antag: 3; Mdm2 MdmX PPI: -5; Jurkat NFkB inh: 0; CXCR6 inh: 3; XBP1 UPR activ: 2

How did Cc1nc2[nH]c(=S)[nH]c2c(=O)[nH]1 do in these assays?
EBI2 antag: -30; CCR6 antag: -3; Gli-Sufu antag: 5; CXCR6 inh: -10

Results for Cc1cc(C)nc(N2CCC(C(=O)Nc3ccc4c(c3)OCCO4)CC2)n1 ?
EBI2 antag: -6; UPR CHOP act: -1.2; CCR6 antag: -7; 697 NFkB inh: -6; Gli-Sufu antag: -17; Mdm2 MdmX PPI: 16; Jurkat NFkB inh: -6; CXCR6 inh: 0; XBP1 UPR activ: 3

How did Cc1ccccc1NS(=O)(=O)c1ccc2oc(=O)ccc2c1 do in these assays?
EBI2 antag: -12; UPR CHOP act: -1.4; CCR6 antag: 1; 697 NFkB inh: 18; Gli-Sufu antag: 1; Mdm2 MdmX PPI: 29; Jurkat NFkB inh: 7; CXCR6 inh: 7; XBP1 UPR activ: -4

How did O=C(Nc1ccc(Cl)c(Cl)c1)C1CC(=O)N(c2ccc(Br)cc2)C1 (configuration not stated) do in these assays?
EBI2 antag: 11; UPR CHOP act: -0.4; CCR6 antag: -11; 697 NFkB inh: 18; Gli-Sufu antag: 42; Mdm2 MdmX PPI: 40; Jurkat NFkB inh: 17; CXCR6 inh: -22; XBP1 UPR activ: -1

What do the screens show for `Cc1[nH]n(C(N)=S)c(=O)c1N=Nc1cccc(C(F)(F)F)c1`?
EBI2 antag: 9; UPR CHOP act: 3.1; CCR6 antag: 21; 697 NFkB inh: -96; Gli-Sufu antag: 8; Mdm2 MdmX PPI: -42; Jurkat NFkB inh: -43; CXCR6 inh: 10; XBP1 UPR activ: -3

What do the screens show for `C/C(=N/Nc1ncc(C(F)(F)F)cc1Cl)c1ccncc1`?
EBI2 antag: -3; UPR CHOP act: 0.0; CCR6 antag: -2; 697 NFkB inh: 8; Gli-Sufu antag: -2; Mdm2 MdmX PPI: 1; Jurkat NFkB inh: 10; CXCR6 inh: -6; XBP1 UPR activ: 5

How did CCCCC1C2=C(CC(C)(C)CC2=O)OC2=C1C(=O)CC(C)(C)C2 do in these assays?
EBI2 antag: 10; UPR CHOP act: -0.5; CCR6 antag: 6; 697 NFkB inh: -14; Gli-Sufu antag: 8; Mdm2 MdmX PPI: 10; Jurkat NFkB inh: 2; CXCR6 inh: 4; XBP1 UPR activ: -1

What do the screens show for `CN(Cc1ccccc1)C(=O)COc1ccc2ccccc2c1`?
EBI2 antag: 90*; UPR CHOP act: 8.5; CCR6 antag: 0; 697 NFkB inh: -26; Gli-Sufu antag: -15; Mdm2 MdmX PPI: 12; Jurkat NFkB inh: -13; CXCR6 inh: -3; XBP1 UPR activ: -1

How did COc1cccc(-c2nc(-c3ccc(NC(=O)c4cccnc4)cc3)no2)c1 do in these assays?
EBI2 antag: 3; UPR CHOP act: 5.5; CCR6 antag: -7; 697 NFkB inh: -72; Gli-Sufu antag: -19; Mdm2 MdmX PPI: 28; Jurkat NFkB inh: -26; CXCR6 inh: 10; XBP1 UPR activ: 5

How did Fc1ccc(-c2csc(N3CCSCC3)n2)cc1 do in these assays?
EBI2 antag: 19; UPR CHOP act: 4.0; CCR6 antag: 10; 697 NFkB inh: -8; Gli-Sufu antag: -5; Mdm2 MdmX PPI: -40; Jurkat NFkB inh: -13; CXCR6 inh: -1; XBP1 UPR activ: 8

How did CC(C)C(C)NC(=O)CN1C(=O)NC(c2ccccc2)(c2ccccc2)C1=O (configuration not stated) do in these assays?
EBI2 antag: 3; UPR CHOP act: 2.1; CCR6 antag: 12; 697 NFkB inh: 2; Gli-Sufu antag: 11; Mdm2 MdmX PPI: 19; Jurkat NFkB inh: -11; CXCR6 inh: 1; XBP1 UPR activ: -4

How did C=CCNC(=O)c1ccc(OC)cc1 do in these assays?
EBI2 antag: 1; CCR6 antag: -6; Gli-Sufu antag: -3; CXCR6 inh: 2

How did CCCC(=NCCc1c(C)[nH]c2ccccc12)C1=C(O)CC(c2ccccc2)CC1=O (configuration not stated) do in these assays?
EBI2 antag: 30; UPR CHOP act: 3.3; CCR6 antag: -6; 697 NFkB inh: -61; Gli-Sufu antag: 28; Mdm2 MdmX PPI: 52*; Jurkat NFkB inh: 54*; CXCR6 inh: 5; XBP1 UPR activ: 13

Results for Cc1cccc2nc(CSc3ccccc3C(=O)O)cn12 ?
EBI2 antag: -5; UPR CHOP act: -1.4; CCR6 antag: 16; 697 NFkB inh: -13; Gli-Sufu antag: 8; Mdm2 MdmX PPI: -38; Jurkat NFkB inh: 3; CXCR6 inh: 1; XBP1 UPR activ: 0

What do the screens show for `O=C(Cn1cncn1)N/N=C/c1cccc2ccccc12`?
EBI2 antag: -2; UPR CHOP act: -1.0; CCR6 antag: 1; 697 NFkB inh: 6; Gli-Sufu antag: -2; Mdm2 MdmX PPI: 18; Jurkat NFkB inh: -5; CXCR6 inh: -11; XBP1 UPR activ: 0

How did Cc1ccc(NC(=O)CCNS(=O)(=O)c2ccc3c(c2)oc(=O)n3C)cc1C do in these assays?
EBI2 antag: 6; UPR CHOP act: -0.5; CCR6 antag: 5; 697 NFkB inh: 14; Gli-Sufu antag: -4; Mdm2 MdmX PPI: 0; Jurkat NFkB inh: -2; CXCR6 inh: 0; XBP1 UPR activ: -1

Results for COC(=O)c1ccc(C)c(NS(=O)(=O)c2ccc3c(c2)OCCO3)c1 ?
EBI2 antag: -11; UPR CHOP act: -2.1; CCR6 antag: 13; 697 NFkB inh: 3; Gli-Sufu antag: 49; Mdm2 MdmX PPI: 64*; Jurkat NFkB inh: 58*; CXCR6 inh: -1; XBP1 UPR activ: 6

How did Cc1ccc2c(c1)cc(CN(Cc1cccs1)C(=O)c1ccco1)c1nnnn12 do in these assays?
EBI2 antag: 25; UPR CHOP act: -0.7; CCR6 antag: 10; 697 NFkB inh: -18; Gli-Sufu antag: 10; Mdm2 MdmX PPI: 14; Jurkat NFkB inh: 8; CXCR6 inh: -1; XBP1 UPR activ: 2

How did O=C1OCC/C1=C\OCCCO/C=C1\CCOC1=O do in these assays?
EBI2 antag: -16; UPR CHOP act: -0.9; CCR6 antag: -8; 697 NFkB inh: -4; Gli-Sufu antag: -2; Mdm2 MdmX PPI: 0; Jurkat NFkB inh: -14; CXCR6 inh: 0; XBP1 UPR activ: 3

How did N=c1sccn1CC(=O)Nc1cccc(S(N)(=O)=O)c1 do in these assays?
EBI2 antag: -1; UPR CHOP act: -0.8; CCR6 antag: 7; 697 NFkB inh: -34; Gli-Sufu antag: 5; Mdm2 MdmX PPI: -21; Jurkat NFkB inh: 3; CXCR6 inh: 2; XBP1 UPR activ: 1

Four successive records from above, quoted:
Results for Cc1cccc2nc(CSc3ccccc3C(=O)O)cn12 ?
EBI2 antag: -5; UPR CHOP act: -1.4; CCR6 antag: 16; 697 NFkB inh: -13; Gli-Sufu antag: 8; Mdm2 MdmX PPI: -38; Jurkat NFkB inh: 3; CXCR6 inh: 1; XBP1 UPR activ: 0

What do the screens show for `O=C(Cn1cncn1)N/N=C/c1cccc2ccccc12`?
EBI2 antag: -2; UPR CHOP act: -1.0; CCR6 antag: 1; 697 NFkB inh: 6; Gli-Sufu antag: -2; Mdm2 MdmX PPI: 18; Jurkat NFkB inh: -5; CXCR6 inh: -11; XBP1 UPR activ: 0

How did Cc1ccc(NC(=O)CCNS(=O)(=O)c2ccc3c(c2)oc(=O)n3C)cc1C do in these assays?
EBI2 antag: 6; UPR CHOP act: -0.5; CCR6 antag: 5; 697 NFkB inh: 14; Gli-Sufu antag: -4; Mdm2 MdmX PPI: 0; Jurkat NFkB inh: -2; CXCR6 inh: 0; XBP1 UPR activ: -1

Results for COC(=O)c1ccc(C)c(NS(=O)(=O)c2ccc3c(c2)OCCO3)c1 ?
EBI2 antag: -11; UPR CHOP act: -2.1; CCR6 antag: 13; 697 NFkB inh: 3; Gli-Sufu antag: 49; Mdm2 MdmX PPI: 64*; Jurkat NFkB inh: 58*; CXCR6 inh: -1; XBP1 UPR activ: 6

Assay outcomes deposited in PubChem BioAssay by Sanford-Burnham Center for Chemical Genomics.
